High-throughput results (PubChem)
HRas wt GTP – modulators of GTP binding to HRas wildtype, primary screen, biochemical, bead-based flow cytometry, multiplex. GTPase HRas (Homo sapiens), P01112. GST-Ras wt beads, Bodipy-FL-GTP binding; actives lie on both sides. GTP binding activity, % at 10 µM. 190,000 tested, 0.14% active;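 active = GTP binding activity at least 20% away from the 100% baseline, either lowered as inhibitor or raised as activator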;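 also: 0% = unlabeled GTP competition control and 100% = no-compound control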
Target sequence (P01112 whole entry, looked up): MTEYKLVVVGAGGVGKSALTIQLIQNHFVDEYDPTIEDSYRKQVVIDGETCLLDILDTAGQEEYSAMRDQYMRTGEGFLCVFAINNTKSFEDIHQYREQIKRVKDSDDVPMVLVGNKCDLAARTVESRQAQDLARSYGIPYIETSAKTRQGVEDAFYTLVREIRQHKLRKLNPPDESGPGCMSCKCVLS
Bim-Bcl-XL – inhibitors of Bim-Bcl-XL binding, primary screen, biochemical, multiplexed, bead flow cytometry, human Bcl-XL | Bim peptide-Bcl-XL binding, fluorescence | AID 1007, 2008 | inhibition, % at 10 µM | 190,000 tested, 0.04% active | Bcl-2-like protein 1 (Homo sapiens), Q07817
Bfl-1 Bim block – inhibitors of Bim binding to Bfl-1, primary screen, biochemical, multiplexed, bead-based flow cytometry; Bcl-2-related protein A1 (Homo sapiens), Q16548; inhibition, % at 10 µM; AID 1008, 2008; 190,000 tested, 0.12% active; Bim-Bfl-1 binding inhibition;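 also: 0% = wells without compound plus tracer and 100% = blocker peptide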
Cdc42 wt GTP – modulators of GTP binding to wildtype Cdc42, primary screen, biochemical, multiplex bead flow cytometry, Bodipy-GTP. Cell division control protein 42 homolog (Homo sapiens), P60953. GST-Cdc42 beads; actives lie on both sides. percent activity (GTP binding), % at 10 µM. 190,000 tested, 0.2% active;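 active = percent activity GTP binding at least 20 points away from the 100% baseline, either down as inhibitor or up as activator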;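 also: median bead fluorescence of bound Bodipy-FL-GTP at 100 nM; 0% = excess unlabeled GTP control and 100% = no compound control; below 100% means less GTP binding so inhibitor and above means activator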
Target sequence (P60953 whole entry, looked up): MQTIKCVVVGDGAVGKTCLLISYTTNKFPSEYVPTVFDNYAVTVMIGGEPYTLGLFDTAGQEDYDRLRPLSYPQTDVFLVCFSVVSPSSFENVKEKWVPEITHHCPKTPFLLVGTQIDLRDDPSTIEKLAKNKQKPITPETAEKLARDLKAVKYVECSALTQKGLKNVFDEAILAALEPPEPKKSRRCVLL
Rab2A wt mod – modulators of GTP binding to Rab2A wildtype, primary screen, biochemical, dog, bead-based flow cytometry, multiplex; GST-Rab2 wt beads, Bodipy-GTP binding; GTP binding activity, % at 10 µM; 190,000 tested, 0.19% active; AID 760, 2007;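 active = GTP binding activity at least 20 points away from 100%, either lowered or raised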;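 also: 0% = beads with excess unlabeled GTP and 100% = no-compound control corrected for plate trend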
Bim-Bcl-2 – inhibitors of Bim-Bcl-2 binding, primary screen, biochemical, multiplexed, human Bcl-2 family; Bead-based flow cytometry, Bim peptide-Bcl-2 binding; inhibition, % at 10 µM; 190,000 tested, 0.06% active; in the data active = inhibition above about 40%;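 also: 0% = no compound wells with probe peptide and 100% = reference peptide inhibitor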
Rac1 act GTP bind – GTP binding modulators of activated mutant Rac1, primary screen, biochemical, bead-based flow cytometry, multiplex, fluorescent GTP. Ras-related C3 botulinum toxin substrate 1 (Homo sapiens), P63000. GST-Rac1 activated beads; actives lie on both sides; 100% means binding = to untreated wells. percent activity (GTP binding), % at 10 µM. 190,000 tested, 0.11% active;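 active = GTP binding at least 20 percentage points away from the 100% baseline, in either direction, so actives lie on both sides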
Bcl-W Bim block – inhibitors of Bim binding to Bcl-W, primary screen, biochemical, multiplexed, bead-based flow cytometry; inhibition, % at 10 µM; 190,000 tested, 0.02% active; Bim peptide-Bcl-W binding; Bcl-2-like protein 2 (Homo sapiens), Q92843;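 also: 0% = bound tracer without compound and 100% = peptide blocker; higher means less fluorescent Bim peptide bound to Bcl-W beads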
Bim-Bcl-B – inhibitors of Bim-Bcl-B binding, primary screen, biochemical, multiplexed, human Bcl-2 family; Bcl-2-like protein 10 (Homo sapiens), Q9HD36; bead-based flow cytometry, Bim peptide-Bcl-B binding; 190,000 tested, 0.073% active; AID 951, 2007; inhibition, % at 10 µM;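 also: 0% = tracer peptide without compound and 100% = reference inhibitor peptide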
Target sequence (Q9HD36 whole entry, looked up): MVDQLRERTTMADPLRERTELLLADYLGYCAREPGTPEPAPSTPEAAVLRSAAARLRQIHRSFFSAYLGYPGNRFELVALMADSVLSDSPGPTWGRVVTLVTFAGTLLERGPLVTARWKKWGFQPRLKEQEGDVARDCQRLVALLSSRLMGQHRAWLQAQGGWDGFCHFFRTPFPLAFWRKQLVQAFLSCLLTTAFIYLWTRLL
Rac1 wt modul – wildtype Rac1 GTP binding modulators, primary screen, biochemical, GST-Rac1 beads, flow cytometry, multiplex. Ras-related C3 botulinum toxin substrate 1 (Homo sapiens), P63000. fluorescent GTP binding; actives lie on both sides; 0 = cold GTP competed, 100 = untreated. GTP binding activity (% of control), % at 10 µM. 190,000 tested, 0.27% active. AID 757, 2007;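 active = GTP binding activity at least 20 points away from the 100% control level, either lower or higher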
Rab7 wt GTP bind – modulators of GTP binding to Rab7, primary screen, biochemical, wildtype, multiplex bead flow cytometry | Rab7 GTPase wild type (dog), Bodipy-FL-GTP binding | GST-Rab7 beads, fluorescent GTP binding; actives lie on both sides; untreated = 100%, excess cold GTP = 0% | GTP binding activity (percent of control), % at 10 µM | 190,000 tested, 0.055% active | AID 758, 2007;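 active = fluorescent GTP binding to Rab7 beads changed by at least 20 points from the 100% baseline, either direction, mostly lower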;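 also: median green fluorescence of bound Bodipy-FL-GTP per Rab7 bead population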
* hit, by the source's call. Rule as the data show it, unless noted: active = inhibition above about 40%. Only part of the results is shown. The share of hits here may be higher or lower than overall.

Values run as follows: HRas wt GTP	Bim-Bcl-XL	Bfl-1 Bim block	Cdc42 wt GTP	Rab2A wt mod	Bim-Bcl-2	Rac1 act GTP bind	Bcl-W Bim block	Bim-Bcl-B	Rac1 wt modul	Rab7 wt GTP bind
- CCc1ccccc1NC(=O)CNCc1ccccc1
    97	0	-3	98	95	0	98	1	-2	100	97
- Cc1ccc(CN2C(=O)NC(=O)C3(Cc4c(nc5ccccn5c4=O)N4CCCCCC43)C2=O)cc1 (stereo unspecified)
    95	-8	-17	96	95	-9	96	-2	-8	97	95
- CCCCc1ncc(CN2CCCC(C(=O)c3ccc(SC)cc3)C2)[nH]1 (stereo unspecified)
    99	-3	-6	99	102	-1	96	-2	-3	98	100
- COc1ccc(CCn2c(O)c(/C=N/N3CCCCC3)c(=O)[nH]c2=O)cc1OC
    100	-6	-11	101	99	-10	99	-3	-3	105	99
- O=C(c1c[nH]c2ccc(S(=O)(=O)N3CCOCC3)cc2c1=O)N1CCC2(CC1)OCCO2
    98	1	-2	100	98	0	97	0	0	101	98
- COc1cc2c(cc1C=O)OCO2
    100	-7	-10	104	97	-9	96	-7	-7	101	101
- COc1cc(OC)c2c(c1)OCC1CON(C)C21 (stereo unspecified)
    97	0	-6	97	99	-2	97	0	-3	101	96
- O=c1c2ccccc2nc(CSc2ncnc3nc[nH]c23)n1-c1ccccc1Cl
    97	-7	-2	96	97	-5	95	-5	-9	102	94
- CC(=O)OC(C)(C)/C=C/C(=O)[C@](C)(O)[C@H]1[C@H](O)C[C@@]2(C)[C@@H]3CC=C4[C@H](C[C@H](O)C(=O)C4(C)C)[C@]3(C)C(=O)C[C@]12C
    102	-3	-3	102	101	-1	101	0	0	107	100
- CCc1c(C)nc(N)nc1N1N=C1SCC(=O)OC
    99	-2	-1	95	99	-2	95	0	0	98	106
- CCOc1ccc(C(=O)OC2CC3CCC(C2)N3C)cc1 (stereo unspecified)
    105	-2	-5	108	103	-4	100	-2	-5	109	108
- COC(=O)c1ccc(NC(=O)CSc2nc3ccc(N4C(=O)C5C6C=CC(C6)C5C4=O)cc3s2)cc1 (stereo unspecified)
    99	-7	-7	98	99	-7	98	-2	-9	102	99
- COc1ccccc1N1CCN(C(CNC(=O)Oc2ccccc2)c2cccnc2)CC1 (stereo unspecified)
    101	-2	-9	104	99	0	101	0	-7	108	98
- COc1cccc(N=Cc2c(O)n(Cc3ccco3)c(=O)[nH]c2=O)c1
    96	-2	3	95	95	-1	94	-1	1	96	101
- N[C@@H](Cc1cc(Br)c(O)c(Br)c1)C(=O)O
    99	-2	2	102	103	1	97	-1	-5	103	96
- CC[N+](CC)(CC#CCO)CC#Cc1ccccc1
    104	-3	-4	103	106	1	101	0	-3	102	108
- CN(C)c1ccc(NC(=O)CN2C(=O)CN=C(c3ccccc3)c3cc(Cl)ccc32)cc1
    97	-6	-2	99	99	-5	99	-2	-4	102	97
- O=C(COc1ccccc1)Nc1ccc(Cl)cc1C(=O)c1ccccc1
    101	-10	-15	104	100	-7	101	-6	-9	103	95
- O=C1/C(=C/c2cccc([N+](=O)[O-])c2)N2CCC1CC2
    100	-4	-2	102	97	0	98	-2	-1	103	100
- Cc1ccc(/C=C2/C(=O)NC(=O)N(CCc3ccc(F)cc3)C2=O)o1
    100	-6	-9	99	99	-9	98	3	-11	104	99
- CC(Cc1ccccc1)NCc1ccccc1O (stereo unspecified)
    99	1	-2	99	98	-2	97	0	-2	100	92

Sorted by SMILES length (low to high): some entries from above.
Values run as follows: HRas wt GTP	Bim-Bcl-XL	Bfl-1 Bim block	Cdc42 wt GTP	Rab2A wt mod	Bim-Bcl-2	Rac1 act GTP bind	Bcl-W Bim block	Bim-Bcl-B	Rac1 wt modul	Rab7 wt GTP bind
- COc1cc(OC)c2c(c1)OCC1CON(C)C21 (stereo unspecified)
    97	0	-6	97	99	-2	97	0	-3	101	96
- O=C1/C(=C/c2cccc([N+](=O)[O-])c2)N2CCC1CC2
    100	-4	-2	102	97	0	98	-2	-1	103	100
- COc1ccc(CCn2c(O)c(/C=N/N3CCCCC3)c(=O)[nH]c2=O)cc1OC
    100	-6	-11	101	99	-10	99	-3	-3	105	99

Reformatted: results already given.
| compound | HRas wt GTP | Bim-Bcl-XL | Bfl-1 Bim block | Cdc42 wt GTP | Rab2A wt mod | Bim-Bcl-2 | Rac1 act GTP bind | Bcl-W Bim block | Bim-Bcl-B | Rac1 wt modul | Rab7 wt GTP bind |
| --- | --- | --- | --- | --- | --- | --- | --- | --- | --- | --- | --- |
| O=C(COc1ccccc1)Nc1ccc(Cl)cc1C(=O)c1ccccc1 | 101 | -10 | -15 | 104 | 100 | -7 | 101 | -6 | -9 | 103 | 95 |
| Cc1ccc(/C=C2/C(=O)NC(=O)N(CCc3ccc(F)cc3)C2=O)o1 | 100 | -6 | -9 | 99 | 99 | -9 | 98 | 3 | -11 | 104 | 99 |
| CN(C)c1ccc(NC(=O)CN2C(=O)CN=C(c3ccccc3)c3cc(Cl)ccc32)cc1 | 97 | -6 | -2 | 99 | 99 | -5 | 99 | -2 | -4 | 102 | 97 |
| CCc1ccccc1NC(=O)CNCc1ccccc1 | 97 | 0 | -3 | 98 | 95 | 0 | 98 | 1 | -2 | 100 | 97 |
| COc1cc2c(cc1C=O)OCO2 | 100 | -7 | -10 | 104 | 97 | -9 | 96 | -7 | -7 | 101 | 101 |
| O=c1c2ccccc2nc(CSc2ncnc3nc[nH]c23)n1-c1ccccc1Cl | 97 | -7 | -2 | 96 | 97 | -5 | 95 | -5 | -9 | 102 | 94 |
